# From PubChem BioAssay
# Tau fibril ThT: tau fibrillization inhibition (ThT binding) | P10636 | recombinant tau K18 P301L, heparin-induced fibrillization, ThT fluorescence | Potency, µM (top dose mostly 57.4 µM), for the others: at the highest dose activity, negative = inhibition, usual class: inhibitors | 270,000 compounds, 2.1% hits | AID 1460; also: nearly all actives have a fitted effect of over 55% in size
#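 Heparin-induced (20 uM) aggregation of recombinant human K18 P301L tau, 15 uM unlabeled with 0.24 uM labeled, pH 7 acetate buffer, 6 hr at 37 C with compound. Fibrils quantified by 30 uM ThT fluorescence after 1 hr ambient incubation.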
# Tau fibril FP: inhibitors of human tau fibril formation. K18 P301L tau heparin fibrillization, Alexa594 FP, 6 h. Potency, µM (top dose mostly 57.7 µM), for inactives: at the highest dose activity, negative = inhibition, usual class: inhibitors. 280,000 compounds, 0.39% hits. AID 1468; also: nearly all actives have a fitted effect of over 55% in size
#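 Heparin (20 uM) drove fibril formation of recombinant tau K18 P301L, 15 uM unlabeled with 0.24 uM Alexa 594 label, for 6 hr at 37 C in 100 mM sodium acetate pH 7. Fluorescence polarization (555/632 nm) read 1 hr after 30 uM ThT.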
# ALDH1A1 inh: inhibitors of human aldehyde dehydrogenase 1A1; P00352; Purified ALDH1A1, NADH fluorescence, propionaldehyde substrate; Potency, µM (titrated, usually from 75.3 µM), for inactives: at the highest dose activity, negative = inhibition, most hits filed as inhibitors; 220,000 compounds, 7.3% hits; AID 1030; active = well fitted inhibition curve with a large enough effect, not every such curve was filed as active; inconclusive = small, poorly fitted or top-dose-only effect, or another doubt; inactive = no such curve, though single readings can be large or run the other way;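 also: plate controls were no enzyme wells and a reference inhibitor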
# aGal spleen mod: inhibitors or activators of human alpha-galactosidase in spleen homogenate; P06280; human spleen homogenate, 4MU-alpha-Gal fluorescence, 40 min; Potency, µM (top dose mostly 80 µM), without a hit: top-dose activity change, negative = inhibition, actives largely listed as inhibitors; 240,000 compounds, 0.008% hits; AID 2107;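 also: 0% = enzyme with vehicle and -100% = no enzyme basal signal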
#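 Inhibition or activation of alpha-galactosidase in human spleen homogenate is scored by 4-MU fluorescence after 40 min at 37C, pH 5.0, with 1 mM substrate. AC50s come from concentration-response fitted to the Hill equation.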
# TRb SRC2 PPI: inhibitors of human thyroid hormone receptor beta-SRC2 interaction; 280,000 compounds, 0.065% hits; Potency, µM (titrated, usually from 106 µM), inactives show at the top dose activity change, negative = inhibition, actives largely listed as inhibitors; TRbeta-SRC2 peptide binding, fluorescence polarization; receptor liganded with 1 µM T3; P10828;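 also: plate controls were bound peptide for no effect and peptide without receptor for full effect; nearly all actives have a fitted effect of over 50% in size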
#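 Read-out is fluorescence polarization (555 nm excitation, 632 nm emission) of a Texas Red SRC2 coactivator peptide; loss of signal reflects blocked binding to human TRb ligand-binding domain in the presence of 1 uM T3.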
# L3MBTL1 inh: blocks human L3MBTL1 | Potency, µM (doses to about 57.1 µM), without a hit: top-dose activity, negative = inhibition, hits mostly inhibitors | Q9Y468 | 230,000 compounds, 0.66% hits | AlphaScreen L3MBTL1–H3K9me1 peptide binding; also: nearly all actives have a fitted effect of over 60% in size
# Target sequence (Q9Y468 whole entry, looked up): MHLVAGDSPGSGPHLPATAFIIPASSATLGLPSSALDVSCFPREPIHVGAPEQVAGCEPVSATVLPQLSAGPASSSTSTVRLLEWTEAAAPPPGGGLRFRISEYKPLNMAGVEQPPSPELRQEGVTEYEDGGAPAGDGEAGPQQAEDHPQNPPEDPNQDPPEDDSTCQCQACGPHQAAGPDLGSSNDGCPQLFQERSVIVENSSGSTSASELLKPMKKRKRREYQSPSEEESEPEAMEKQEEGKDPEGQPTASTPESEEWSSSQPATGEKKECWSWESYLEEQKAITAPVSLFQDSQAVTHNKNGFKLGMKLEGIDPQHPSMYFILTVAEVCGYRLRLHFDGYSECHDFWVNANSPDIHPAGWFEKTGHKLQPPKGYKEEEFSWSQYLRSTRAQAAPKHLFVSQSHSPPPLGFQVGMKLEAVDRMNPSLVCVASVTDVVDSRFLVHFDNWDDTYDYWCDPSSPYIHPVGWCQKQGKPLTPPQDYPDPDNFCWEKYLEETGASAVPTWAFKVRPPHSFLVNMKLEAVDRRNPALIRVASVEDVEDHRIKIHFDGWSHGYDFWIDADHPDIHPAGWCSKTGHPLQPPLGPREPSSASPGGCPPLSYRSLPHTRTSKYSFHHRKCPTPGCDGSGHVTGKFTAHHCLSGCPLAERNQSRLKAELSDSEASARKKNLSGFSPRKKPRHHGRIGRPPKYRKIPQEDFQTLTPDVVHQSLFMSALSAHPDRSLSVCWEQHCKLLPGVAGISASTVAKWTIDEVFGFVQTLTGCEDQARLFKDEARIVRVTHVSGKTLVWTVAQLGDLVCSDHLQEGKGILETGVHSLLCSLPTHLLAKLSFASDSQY
#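 First, the protein-peptide complex forms for 30 min at room temperature (L3MBTL1 50 nM, biotinylated H3K9me1 peptide 75 nM). Next, compounds are pin-transferred and incubated 30 min. Finally, AlphaScreen beads are added and read after 30 min.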
# Tau fluor counter: counter-screen for tau fibril formation inhibitors; tau K18 P301L (four-repeat tau fragment) Alexa594 fluorescence, heparin fibrillization; Potency, µM (titrated, usually from 57.7 µM), without a hit: top-dose activity change, negative = decrease; 280,000 compounds, 0.93% hits; AID 1463; also: nearly all actives have a fitted effect of over 55% in size
#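 Human K18 P301L tau (15 uM unlabeled plus 0.24 uM Alexa 594-labeled, final) in 100 mM sodium acetate pH 7 was mixed with compound and 20 uM heparin and incubated 6 hr at 37 C.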
# TexasRed fluor: Texas Red fluorescence interference in TRb-SRC2 counter-screen. TRb/SRC2 Texas Red total fluorescence interference. Potency, µM (series often up to 106 µM), for inactives: at the top dose fluorescence change, negative = quenching. 280,000 compounds, 0.29% hits; active = well fitted curve in either direction with a large enough effect; inconclusive = small, poorly fitted or top-dose-only effect
#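 Human TRb ligand-binding domain at 0.6 uM with 20 nM Texas Red SRC2 peptide in Tris buffer containing 1 uM T3 and 5% DMSO, incubated with compound 5 h at ambient temperature. Total fluorescence (555/632 nm) calculated as parallel + 2 × perpendicular.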
# * hit, by the source's call; ? = inconclusive; . = no result given; [ ] = dose if it differs, or a comment. Unless noted, calls follow the shape of the dose curve; as a rule, active = well fitted curve in the direction sought with a large enough effect; inconclusive = small, poorly fitted or top-dose-only effect, or another doubt; inactive = no such curve, though single readings can be large; an effect the other way counts as inactive or inconclusive. Unless noted, % is scaled to controls: 0 for no effect and ±100 for the full control effect; potency is read from the fitted curve at half-maximal effect.
SMILES,ALDH1A1 inh,TexasRed fluor,aGal spleen mod,TRb SRC2 PPI,Tau fibril FP,Tau fibril ThT,Tau fluor counter,L3MBTL1 inh
COC(=O)CSc1ncnc2c1sc1nc(-c3ccco3)c3c(c12)CC(C)(C)OC3,?,-18.9%,5.9%,-24.0%,-8.9%,?,-8.7%,?
CCCn1c(N)c(Br)c(=O)[nH]c1=O,8.6%,-31.0%,?,0.1%,?,?,-10.3%,2.6%
COc1cc(N)ccc1C(=O)O,16.0%,0.8%,7.6%,-8.6%,0.7%,9.0%,1.2%,.
O=S(=O)(c1ccc(NC(=S)N/N=C/c2ccc(N3CCOCC3)cc2)cc1)N1CCOCC1,?,-0.9%,-6.3%,5.3%,14.3%,?,?,-10.0%
Cc1ccc(OCC(=O)c2cc(C)c(C)cc2C)c([N+](=O)[O-])n1,3.55µM*,1.9%,3.7%,-19.9%,?,15.8µM*,?,.
CCN(CC)CCNC(=O)c1ccc(NC(=O)COc2ccccc2F)cc1,-9.9%,-1.6%,-3.5%,4.6%,-1.4%,4.1%,8.7%,8.5%
CC(=O)c1ccn(S(=O)(=O)c2ccccc2)c1,-5.5%,1.7%,-5.8%,7.3%,0.7%,-7.9%,-14.0%,-0.5%
CC(=O)c1cnn(-c2cc(Oc3ccccc3C)ncn2)c1C,-4.8%,1.6%,-9.8%,-11.8%,-4.1%,-6.5%,-5.9%,.
Cc1onc(-c2c(F)cccc2Cl)c1C(=O)NNC(=O)C1CCN(Cc2ccccc2)CC1,3.6%,2.1%,4.8%,-4.1%,3.0%,-0.2%,2.9%,-10.6%
O=S(=O)(N=S(N1CCCCC1)N1CCCCC1)c1ccccc1,?,0.2%,-2.5%,-3.8%,-4.4%,-9.4%,-5.8%,4.7%
O=C(Nc1ccc2c(c1)OCCO2)c1cccnc1,-5.1%,-1.6%,0.6%,4.9%,0.6%,-0.8%,4.1%,4.2%
CSc1nsc(SC)c1C(=O)N1CCN(S(=O)(=O)c2ccc(C)cc2)C1C (centres undefined),?,2.4%,9.4%,0.6%,1.4%,-13.3%,-8.0%,-7.0%
Cc1ccc(S(=O)(=O)c2c(C)nn(C(C)(C)C)c2OC(=O)c2ccc(Br)o2)cc1,?,-2.9%,6.5%,1.9%,1.3%,?,-7.4%,-2.5%
CC1=C(C(=O)Nc2cccc(Cl)c2)C2(CCCCCC2)OC1=O,.,-1.8%,.,-6.7%,4.3%,5.2%,0.7%,.
C=CCn1c(=NC(=O)c2cccs2)sc2cc(NC(C)=O)ccc21,?,-4.8%,-1.2%,1.4%,-7.4%,?,-1.0%,5.9%
CC1=C(C(=O)N(C)Cc2ccccc2)C2(CCC(C)CC2)OC1=O (centres undefined),5.8%,-3.3%,13.2%,-1.9%,-4.8%,4.2%,1.2%,5.9%
O=C1NCCNC(=O)c2ccccc2OCCOc2ccccc21,1.7%,0.0%,-9.3%,-3.3%,8.7%,4.1%,8.0%,4.2%
CCOC(=O)c1c(-c2ccc(C)o2)csc1NC(=O)COC(=O)c1ccc(NC(N)=O)cc1,?,-0.7%,2.1%,17.3%,?,-14.7%,?,.
COc1ccc(-c2nc3n(n2)C(c2ccc(OC)c(OC)c2)C(C(=O)Nc2cccnc2)=C(C)N3)cc1 (centres undefined),.,-1.4%,.,2.1%,4.4%,-9.6%,-5.9%,.
COc1ccc(OC)c(S(=O)(=O)NCCC2=CCCCC2)c1,?,-2.0%,-1.0%,-19.7%,3.3%,-7.7%,-13.9%,3.0%
Cc1nnc(NC(=O)c2nc(S(=O)(=O)Cc3ccccc3)ncc2Cl)s1,.,0.0%,.,-10.0%,?,?,-27.0%,.
O=C(CCCSc1nc(-c2ccco2)cc(C(F)(F)F)n1)Nc1ccc2c(c1)OCO2,15.8µM*,-2.7%,-2.3%,7.0%,17.4%,?,?,.
Cc1c2cnn(-c3ccccc3)c(=O)c2c(C)n1CC(=O)N1CCN(c2ccc(F)cc2)CC1,.,-2.9%,.,-3.9%,4.1%,-8.7%,-11.0%,.
CCCNC(=O)OCCC12CC3CC(CC(C3)C1)C2,?,1.7%,-16.5%,-4.1%,7.4%,?,-6.9%,35.7%[activator]
CCOc1ccc(OCC)c(NC(=O)CN2CCN(C(=O)c3ccco3)CC2)c1,?,-1.7%,-3.7%,-4.2%,-2.9%,-9.9%,-6.2%,.

# Shown with each value named: part of the list above.
COc1cc(N)ccc1C(=O)O
  ALDH1A1 inh: 16.0% | TexasRed fluor: 0.8% | aGal spleen mod: 7.6% | TRb SRC2 PPI: -8.6% | Tau fibril FP: 0.7% | Tau fibril ThT: 9.0% | Tau fluor counter: 1.2% | L3MBTL1 inh: .

O=S(=O)(c1ccc(NC(=S)N/N=C/c2ccc(N3CCOCC3)cc2)cc1)N1CCOCC1
  ALDH1A1 inh: ? | TexasRed fluor: -0.9% | aGal spleen mod: -6.3% | TRb SRC2 PPI: 5.3% | Tau fibril FP: 14.3% | Tau fibril ThT: ? | Tau fluor counter: ? | L3MBTL1 inh: -10.0%

Cc1ccc(OCC(=O)c2cc(C)c(C)cc2C)c([N+](=O)[O-])n1
  ALDH1A1 inh: 3.55µM* | TexasRed fluor: 1.9% | aGal spleen mod: 3.7% | TRb SRC2 PPI: -19.9% | Tau fibril FP: ? | Tau fibril ThT: 15.8µM* | Tau fluor counter: ? | L3MBTL1 inh: .

CCN(CC)CCNC(=O)c1ccc(NC(=O)COc2ccccc2F)cc1
  ALDH1A1 inh: -9.9% | TexasRed fluor: -1.6% | aGal spleen mod: -3.5% | TRb SRC2 PPI: 4.6% | Tau fibril FP: -1.4% | Tau fibril ThT: 4.1% | Tau fluor counter: 8.7% | L3MBTL1 inh: 8.5%

# One compound at a time, from the list above. Order of screens: ALDH1A1 inh	TexasRed fluor	aGal spleen mod	TRb SRC2 PPI	Tau fibril FP	Tau fibril ThT	Tau fluor counter	L3MBTL1 inh
# CCN(CC)CCNC(=O)c1ccc(NC(=O)COc2ccccc2F)cc1 as listed: -9.9%	-1.6%	-3.5%	4.6%	-1.4%	4.1%	8.7%	8.5%
# CC1=C(C(=O)N(C)Cc2ccccc2)C2(CCC(C)CC2)OC1=O (centres undefined) as listed: 5.8%	-3.3%	13.2%	-1.9%	-4.8%	4.2%	1.2%	5.9%
# Cc1nnc(NC(=O)c2nc(S(=O)(=O)Cc3ccccc3)ncc2Cl)s1 as listed: .	0.0%	.	-10.0%	?	?	-27.0%	.
# CC(=O)c1cnn(-c2cc(Oc3ccccc3C)ncn2)c1C as listed: -4.8%	1.6%	-9.8%	-11.8%	-4.1%	-6.5%	-5.9%	.
